aSyn rescue: rescues yeast growth from alpha-synuclein toxicity. hit rate 0.14% among 370,000. Potency, µM (top dose mostly 46.1 µM), for the others: top-dose growth rescue (activation), most hits filed as activators. AID 652106. Yeast expressing alpha-synuclein, growth rescue, BacTiter-Glo, 24 h; further: % of control where 0% means no effect; nearly all actives have a fitted effect of over 65% in size
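Readout is rescue of growth in alpha-synuclein-expressing yeast, so inhibitors of toxicity appear as activators. Growth after 24 hr at 30 deg C in galactose medium is quantified by luminescence.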
EPAC2 agonist: agonists of human EPAC2 (RAPGEF4); EPAC2 activation, biochemical qHTS; response scale: 100% = 6.5 mM cAMP response; Potency, µM (doses to about 154 µM), for the others: at the top dose activation, hits mostly activators; hit rate 0.079% among 360,000; Q8WZA2; further: nearly all actives have a fitted effect of over 50% in size
Target sequence (Q8WZA2 whole entry, looked up): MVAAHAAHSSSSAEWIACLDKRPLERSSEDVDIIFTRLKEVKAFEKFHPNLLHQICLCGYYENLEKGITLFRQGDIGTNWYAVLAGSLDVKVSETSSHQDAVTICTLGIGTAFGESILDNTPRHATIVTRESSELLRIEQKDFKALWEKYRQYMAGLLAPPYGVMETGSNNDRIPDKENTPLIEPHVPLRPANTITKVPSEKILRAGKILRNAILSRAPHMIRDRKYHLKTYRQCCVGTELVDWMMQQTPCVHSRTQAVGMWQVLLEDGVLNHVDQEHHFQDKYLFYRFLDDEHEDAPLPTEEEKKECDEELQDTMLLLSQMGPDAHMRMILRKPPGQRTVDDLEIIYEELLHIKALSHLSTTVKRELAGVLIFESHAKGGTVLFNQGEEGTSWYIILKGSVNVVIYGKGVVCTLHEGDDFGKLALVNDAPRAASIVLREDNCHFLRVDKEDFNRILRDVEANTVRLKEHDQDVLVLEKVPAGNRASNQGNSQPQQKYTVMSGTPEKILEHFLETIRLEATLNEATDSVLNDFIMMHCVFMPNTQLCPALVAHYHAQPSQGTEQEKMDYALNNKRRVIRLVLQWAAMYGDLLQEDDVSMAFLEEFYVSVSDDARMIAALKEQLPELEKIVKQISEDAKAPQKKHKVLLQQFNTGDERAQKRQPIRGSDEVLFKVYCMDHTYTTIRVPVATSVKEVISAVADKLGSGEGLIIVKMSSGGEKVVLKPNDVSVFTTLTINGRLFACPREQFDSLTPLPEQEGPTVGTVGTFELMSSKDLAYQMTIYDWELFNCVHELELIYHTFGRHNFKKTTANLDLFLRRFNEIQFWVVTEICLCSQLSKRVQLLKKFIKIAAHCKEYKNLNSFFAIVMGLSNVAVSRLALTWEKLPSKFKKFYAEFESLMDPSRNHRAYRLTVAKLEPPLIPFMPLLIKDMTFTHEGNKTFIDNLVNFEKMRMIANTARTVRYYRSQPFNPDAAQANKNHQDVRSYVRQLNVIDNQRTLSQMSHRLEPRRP
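qHTS, titration series. 100 nM EPAC2 / 250 nM Rap1B-BODIPY-GDP / 50 uM GDP; RT; ex 480/em 540 nm, 5-min reads to 30 min. Norm. to 6.5 mM cAMP = activation.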
EPAC1 ag: EPAC1 (human) agonism; Potency, µM (titrated, usually from 154 µM), for the others: top-dose activation, usual class: activators; AID 720707; EPAC1 agonist qHTS, biochemical assay; response scale: 100% = response to 6.5 mM cAMP; hit rate 0.073% among 360,000; O95398; further: nearly all actives have a fitted effect of over 60% in size
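Read-out is the fluorescence drop as BODIPY-GDP leaves Rap1B (480 nm excitation, 540 nm emission), recorded every 5 minutes over 30 minutes. Reactions held 100 nM EPAC1, 250 nM Rap1B–BODIPY-GDP and 50 uM GDP, with 6.5 mM cAMP setting full activation.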
PTHR1 agonist: activates the human parathyroid hormone receptor PTHR1 | Q03431 | HEK293 GP2 PTHR1 cells, GloSensor cAMP luminescence, 1 h | Potency, µM (top dose mostly 115 µM), inactives show at the top dose activation, most hits filed as activators | hit rate 0.075% among 410,000 | AID 743266; further: nearly all actives have a fitted effect of over 55% in size; some results filed as inactive show a strong effect at the top dose; inactives centre near -15; many of its hits are not listed in these tables
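HEK-293-derived GP2 cells expressing PTHR1 and a GloSensor cAMP reporter, 3,000/well, plated overnight, given luciferin plus IBMX (each 0.5 mM as added) for 1 h at 37 °C, then compound for 1 h at 37 °C. Luminescence was read after 15 min at room temperature.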
TDP43 rescue: inhibitors of TDP-43 toxicity in yeast | Potency, µM (doses to about 46.1 µM), inactives show at the top dose growth rescue (activation), most hits filed as activators | AID 652104 | TDP-43 expressing yeast growth rescue, BacTiter-Glo, 24 h | hit rate 1.8% among 410,000; further: % of control where 0% means no effect; nearly all actives have a fitted effect of over 50% in size
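Cell-based yeast growth screen: TDP-43 expression induced in galactose, inoculum OD600=0.02 after raffinose pregrowth to mid-log. Read-out BacTiter-Glo luminescence at 24 hr, 30 deg C; inhibition of toxicity seen as signal increase.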
EPAC1 antag: antagonists of human EPAC1 | O95398 | EPAC1 GEF assay, Rap1b-BODIPY-GDP exchange fluorescence | Potency, µM (doses to about 115 µM), for the others: at the highest dose activity change, negative = inhibition, actives largely listed as inhibitors | hit rate 0.14% among 360,000 | AID 720709;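 further: plate controls were vehicle for no effect and positive control for full effect; nearly all actives have a fitted effect of over 50% in size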
FUS suppressor: FUS proteinopathy suppression in yeast | S. cerevisiae FUS-expressing, growth rescue, OD600, 24 h | Potency, µM (highest dose often 76.6 µM), for inactives: at the top dose growth rescue (activation), most hits filed as activators | hit rate 0.24% among 390,000 | AID 1347120;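 further: plate controls were DMSO vehicle for no effect and reference control for full effect; nearly all actives have a fitted effect of over 55% in size; some results filed as inactive show a strong effect at the top dose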
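Galactose (2%) drives FUS expression in yeast precultured in raffinose; seeding density OD 0.005. Test compounds incubated 24hr at 30C and 99% humidity before absorbance at 600 nm was measured.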
EPAC2 antag: blocks human EPAC2 exchange factor; Potency, µM (highest dose often 114 µM), for inactives: at the highest dose activity, negative = inhibition, actives largely listed as inhibitors; hit rate 0.18% among 360,000; EPAC2 GEF exchange of Rap1B-BODIPY-GDP, fluorescence; Q8WZA2; further: on the % scale 0 is the no-effect control and ±100 the full control effect; nearly all actives have a fitted effect of over 45% in size; many of its hits are not listed in these tables
Numbers without * were called inactive; i = inactive; u = inconclusive; x = no result given; & = joins results of further samples; [ ] = another dose, or the depositor's remark. The call rests on the fitted dose curve; in most records, active means well fitted curve in the direction sought with a large enough effect; inconclusive means small, poorly fitted or top-dose-only effect, or another doubt; inactive means no such curve, though single readings can be large; an effect the other way counts as inactive or inconclusive. Potency means the concentration at half of the fitted maximal effect. The list is partial. The share of hits here may be higher or lower than overall.

cpd	structure	EPAC1 ag	TDP43 rescue	PTHR1 agonist	EPAC2 antag	EPAC2 agonist	FUS suppressor	EPAC1 antag	aSyn rescue
1	CCN(CC)C(=O)c1[nH]cnc1C(=O)N[C@@H](CC(C)C)C(=O)OC(C)(C)C	3%	4%	-22%	21%	-2%	4%	-8%	8%
2	Cc1ccccc1NC(=O)NCCN1C(=O)C2C3C=CC(C3)C2C1=O (configuration not stated)	-9%	-15%	5%	4%	13%	-17%	-19%	10%
3	Cc1ccc(C(=O)OC(C)C(=O)NC2CCCCC2C)s1 (configuration not stated)	-2%	u	-15%	9%	3%	x	1%	0%
4	CCOc1ccc(C(=O)CCC(=O)Nc2ccccc2C)cc1	-2%	u	-39%[inhibitor]	-9%	0%	-17%	9%	8%
5	COC(=O)c1nn(C23CC4CC(CC(C4)C2)C3)c2c1C(=O)N(c1ccc(F)cc1)C2=O	0%	-2%	i	-2%	-5%	10%	-15%	-9%
6	O=C(O)c1cccc(NC(=O)c2cccc(S(=O)(=O)N3CCc4ccccc43)c2)c1	-8%	-2%	i	3%	1%	8%	0%	3%
7	CC(=O)Nc1ccc(CN2CCN(C3CCCC3)C(CCO)C2)cc1 (configuration not stated)	8%	0%	14%	0%	11%	-5%	-13%	-1%
8	CCn1c(CCNC(=O)c2ccc(Cl)c(Cl)c2)nnc1SCCOc1ccc(OC)cc1	14%	0%	-2%[57.5 µM]	-1%	13%	49%	-6%	1%
9	O=C(Cn1c(=O)n(-c2ccccc2)c(=O)c2ccc(C(=O)NCc3ccc4c(c3)OCO4)cc21)Nc1ccc(F)c(Cl)c1	x	6%	i	x	x	-11%	x	-6%
10	CN=C(Nc1cccc(OC)c1)SC1CC(=O)N(c2ccc(C(=O)O)cc2)C1=O (configuration not stated)	-6%	-6%	i	12%	9%	x	7%	4%
11	Cc1ccc(-n2nc3c(=O)n(CCCC(=O)N4CCC(C(N)=O)CC4)nc(C)c3c2C)cc1	14%	12%	-19%	-1%	4%	11%	-1%	-1%
12	COc1cc(C(=O)N2CCN(Cc3ccc4c(c3)OCO4)CC2)cc(OC)c1OC	-1%	4%	-23%	2%	5%	8%	3%	-3%
13	COC1=CCC2([N+](=O)[O-])CN(CC(=O)O)CC1([N+](=O)[O-])C2 (configuration not stated)	-5%	14%	-15%	16%	-1%	x	-6%	2%
14	CCN1C(=S)N[C@@H](c2cccs2)C(C(=O)OC)=C1C	8%	16%	i	-23%	6%	11%	-6%	2%
15	COCCNC(=O)Cn1c(=O)n(CCCCCC(=O)Nc2ccccc2)c(=O)c2sccc21	4%	13%&7%	i	7%	-5%	-11%&-1%	-3%	0%
16	CC(O)(c1cccc(F)c1)c1nc(-c2csc3ccccc23)cs1 (configuration not stated)	-6%	-56%[inhibitor]	i	-12%	16%	6%	-13%	-55%[inhibitor]
17	CCc1noc(C)c1C(=O)Nc1nc(-c2ccc(F)cc2)c(C)s1	-2%	8%	-2%	-6%	9%	11%	-10%	-3%
18	Cc1nn(C)c(C)c1CNC(=O)c1nn2c(c1Cl)NC(c1cccs1)CC2C(F)(F)F (configuration not stated)	-3%	-21%	-21%[57.5 µM]	-3%	-3%	14%	11%	-5%
19	O=C(COc1ccccc1Cc1ccccc1)Nc1cccnc1	-2%	u	-18%	-7%	-1%	x	-26%	4%
20	CCC(CC)C(=O)NCCc1cc2c(C)ccc(C)c2[nH]c1=O	8%	15%	-16%	-13%	0%	-18%	3%	-7%
21	CCCCCCCC1(C)NC(=O)N(CC(=O)Nc2cc(C)on2)C1=O (configuration not stated)	-8%	0%	i	1%	-3%	17%	-18%	-1%
22	Cc1ccc(NC(=O)COc2ccc(/C=C3/SC(=Nc4ccccc4)N(Cc4cccnc4)C3=O)cc2)cc1	-3%	13%	i	15%	2%	4%	-2%	0%
23	CCN(CC)S(=O)(=O)c1ccc(Cl)c(NC(=O)COC(=O)/C=C/c2cc(OC)c(OC)c(OC)c2)c1	-9%	-15%	i	-3%	3%	29%	-24%	0%
24	CN(C)C(CNC(=O)c1cc2ccccc2o1)c1ccco1 (configuration not stated)	2%	2%	-13%	-9%	-3%	13%	-1%	-7%

Grouped by structure, those above with a Cl atom.
cpd	structure	EPAC1 ag	TDP43 rescue	PTHR1 agonist	EPAC2 antag	EPAC2 agonist	FUS suppressor	EPAC1 antag	aSyn rescue
8	CCn1c(CCNC(=O)c2ccc(Cl)c(Cl)c2)nnc1SCCOc1ccc(OC)cc1	14%	0%	-2%[57.5 µM]	-1%	13%	49%	-6%	1%
9	O=C(Cn1c(=O)n(-c2ccccc2)c(=O)c2ccc(C(=O)NCc3ccc4c(c3)OCO4)cc21)Nc1ccc(F)c(Cl)c1	x	6%	i	x	x	-11%	x	-6%
18	Cc1nn(C)c(C)c1CNC(=O)c1nn2c(c1Cl)NC(c1cccs1)CC2C(F)(F)F (configuration not stated)	-3%	-21%	-21%[57.5 µM]	-3%	-3%	14%	11%	-5%
23	CCN(CC)S(=O)(=O)c1ccc(Cl)c(NC(=O)COC(=O)/C=C/c2cc(OC)c(OC)c(OC)c2)c1	-9%	-15%	i	-3%	3%	29%	-24%	0%

(cont.)
cpd	structure	EPAC1 ag	TDP43 rescue	PTHR1 agonist	EPAC2 antag	EPAC2 agonist	FUS suppressor	EPAC1 antag	aSyn rescue
25	CCOC(=O)[C@]12CCC=C1N(Cc1ccc3c(c1)OCO3)C(=O)[C@H](CC(=O)NCc1ccc(OC)c(OC)c1)C2	-5%	0%	-7%	-12%	7%	33%	-8%	-1%
26	COc1ccc(CN2C(=O)c3oc4ccccc4c(=O)c3C2c2ccc(O)c(OC)c2)cc1 (configuration not stated)	2%	-4%&24%	-23%&-31%	21%	1%	-2%&-4%	3%	3%
27	COc1cc(Br)cc(/C=N/N(CCO)C2=NS(=O)(=O)c3ccccc32)c1OC	10%	1%	i	-4%	12%	8%	8%	0%
28	CCc1ccc(C2=NN(CCC(=O)NCc3cccs3)C(=O)CC2)cc1	11%	23%	i	-1%	5%	3%	-24%	2%
29	NC(=O)c1ccsc1NC(=O)COc1ccccc1	-3%	0%	-10%[57.5 µM]	8%	-7%	20%	-11%	-22%
30	COC(=O)[C@H](CCSC)NC(=O)N1CCC(C)CC1	3%	-21%	i	-5%	10%	-18%	1%	2%
31	Cc1cccc(OC(=O)c2cccnc2)c1	4%	1%	i	4%	5%	-7%	-20%	1%
32	CN(CC1COc2ccccc2O1)C(=O)c1cc(COc2c(F)cccc2F)on1 (configuration not stated)	u	u	-16%	-9%	22%	37%	-22%	13%
33	O=C(O)CN1CCN(Cc2cccc(Cl)c2)C1=O	6%	-6%	i	0%	12%	-13%	3%	5%
34	O=C(CSC(=S)N1CCOCC1)c1ccccc1	-4%	13%	-11%	14%	-2%	x	0%	6%
35	Cc1ccc(CNC(=O)CSc2nnc3c(n2)[nH]c2ccccc23)cc1	-1%	-10%	-5%	3%	7%	0%	-7%	-1%
36	O=S(=O)(c1ccccc1)N1CCC(n2nnc3cc(F)ccc32)CC1	11%	-15%	-13%	-6%	3%	-1%	4%	-3%
37	Cc1ccc(NC(=O)c2c([N+](=O)[O-])c(C(C)(C)C)nn2C)cc1	-10%	29%	i	2%	0%	9%	-6%	-10%
38	CN1CCN(S(=O)(=O)c2ccc(C(F)(F)F)cc2)C(c2ccccc2)C1 (configuration not stated)	-11%	4%	i	-20%	6%	-20%	-11%	-1%
39	CC1CN(C(=O)C2CCCC2)C(C)CN1C(=O)C1CCCC1 (configuration not stated)	-9%	u	-39%[inhibitor]	11%	2%	x	-8%	7%
40	COCCN1C(=O)c2ccccc2C(C(=O)NCCCN2CCCC2=O)C1c1c[nH]c2ccccc12 (configuration not stated)	11%	5%	i	-4%	0%	-16%	-9%	4%
41	CC(C)(C)c1ccc(NC(=O)CSc2n[nH]c(=O)n2-c2cccnc2)cc1	6%	0%	-6%	-6%	-8%	6%	8%	5%
42	COc1ccc(-c2nnc(SCC(=O)c3cccs3)o2)cc1	-12%	5%	-20%	11%	6%	10%	9%	7%
43	COc1ccccc1/C=C/C=N/n1c(-c2ccncc2)n[nH]c1=S	11%	23%	i	2%	5%	14%	22%	-3%
44	COc1ccc(-n2c(C)cc(=O)c3c2CC(C)(C)CC3=O)cc1	2%	-12%	i	5%	3%	-10%	0%	1%
45	COc1ccc(C(C(=O)NC2CCCC2)N(C(=O)c2csnn2)C2CC2)cc1 (configuration not stated)	-8%	18%	-13%	0%	-1%	6%	-10%	1%
46	N=C1CCCN1CC(=O)c1ccc(Br)cc1	0%	9%	i	7%	-2%	0%	0%	1%
47	Cc1ccccc1-c1nc(P(=O)(c2ccccc2)c2ccccc2)c(N2CCOCC2)o1	6%	-9%	3%	-19%	18%	u	-12%	1%
48	c1ccc(C(c2nnnn2C2CCCC2)N2CCN(c3nc4ccccc4s3)CC2)cc1 (configuration not stated)	3%	-3%	i	-10%	21%	19%	0%	4%
49	O=C(O)c1cccn2c(=O)c3ccccc3nc12	-3%	8%	i	2%	1%	7%	7%	3%
50	CCc1noc(C)c1C(=O)Nc1ccc(S(=O)(=O)N2CCCCC2)cc1	-2%	-23%	i	-11%	3%	9%	-13%	-3%
51	COC(=O)CCCC(=O)N1CCCC(N(C)CCc2ccccc2)C1 (configuration not stated)	9%	18%	-2%	3%	1%	-7%	18%	-1%
52	Cc1ccc(OCC(=O)NNC(=O)C2CCN(c3ncccn3)CC2)cc1	3%	-13%	i	7%	4%	0%	2%	-1%
53	Cn1c(=O)oc2cc(S(=O)(=O)NC3CCN(Cc4ccccc4)CC3)ccc21	-9%	10%	i	-2%	5%	-24%	-4%	-7%
54	O=c1c(-c2cccc([N+](=O)[O-])c2)[n+]([O-])c2ccccc2n1O	4%	-40%[inhibitor]	-4%	5%	13%	-2%	-7%	-4%
55	CC(=O)c1cccc(NC(=O)/C=C/c2ccc([N+](=O)[O-])s2)c1	17%	-10%	-17%	2%	-3%	-6%	19%	-6%
56	N=c1c2c3c(sc2nc2n1CCC2)CCCC3	1%	-13%	i	1%[57.1 µM]	5%	8%	10%	-1%
57	Cc1cc(NS(=O)(=O)c2ccc(NC(=O)c3cccc(OC(F)F)c3)cc2)nc(C)n1	1%	-9%	i	10%	8%	-3%	-1%	-3%
58	COc1ccc(NC(=O)NC2CCCCCCC2)c(OC)c1	-18%	28%	-10%	6%	-5%	5%	13%	11%
59	Cc1nn(C)cc1/C=C1\SC(=S)NC1=O	-8%	15%	i	12%	5%	32%	1%	0%
60	CN1N=C(N)c2cn(C3OC(COP(=O)(O)O)C(O)C3O)c3ncnc1c23 (configuration not stated)	16%	0%	i	-1%	2%	x	-4%	0%
